TIM10 inh: growth inhibitors of isogenic TIM10 control yeast, primary screen, counter-screen for tim10-1 yeast inhibitor project, luminescence, uHTS | S. cerevisiae TIM10 strain growth, BacTiter-Glo luminescence, 24 h | inhibition, % at 10 µM | 1.4% of 330,000 active | AID 463195, 2010;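 active = inhibition of 40% or more at the single tested concentration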;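 note: wild-type TIM10 isogenic control strain grown at permissive 25 °C; 0% = DMSO yeast wells and 100% = minimal medium wells without yeast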
NALP3 yeast inh: NALP3 inflammasome inhibitors in reconstituted yeast, primary screen, luminescence, uHTS. inhibition, % at 10 µM. AID 2825, 2010. Yeast reconstituted NLRP3/ASC/caspase-1, beta-gal luminescence, 24 h. 0.39% of 330,000 active;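 active = inhibition of 50% or more; inactive = inhibition below 50%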;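 note: plate controls were induced DMSO wells for no effect and uninduced yeast grown without galactose for full effect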
APJ antagonist: antagonists of human apelin receptor APJ, primary screen, CHO-K1 cells, beta-arrestin complementation, luminescence; P35414; inhibition, % at 20 µM; 0.32% of 330,000 active;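 active = inhibition above about 40% at 20 µM, limit read from the data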;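 note: cells challenged with 10 nM apelin-13 agonist together with compound; plate controls were apelin-13 plus DMSO wells for no effect and DMSO wells lacking apelin-13 for full effect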
Target sequence (P35414 whole entry, looked up): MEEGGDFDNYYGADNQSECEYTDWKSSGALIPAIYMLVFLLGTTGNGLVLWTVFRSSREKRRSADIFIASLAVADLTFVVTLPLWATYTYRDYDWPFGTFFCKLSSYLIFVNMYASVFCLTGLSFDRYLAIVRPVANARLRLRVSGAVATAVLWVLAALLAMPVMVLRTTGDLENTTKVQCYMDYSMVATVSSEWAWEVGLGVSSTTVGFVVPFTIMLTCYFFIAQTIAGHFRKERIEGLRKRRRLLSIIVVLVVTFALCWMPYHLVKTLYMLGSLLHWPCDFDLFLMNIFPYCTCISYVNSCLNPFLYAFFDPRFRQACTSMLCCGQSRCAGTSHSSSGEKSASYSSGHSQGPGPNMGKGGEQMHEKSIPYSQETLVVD
APJ agonist: agonists of human apelin receptor APJ, primary screen, CHO-K1 cells, PathHunter beta-arrestin, luminescence; activation, % at 20 µM; AID 2520, 2010; 0.11% of 330,000 active; 0% DMSO wells, 100% apelin;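 active = activation more than six SD over the plate average, tested at 20 µM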;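 note: 0% = DMSO alone and 100% = apelin-13 at 10 nM; some results filed as inactive read as strong as hits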
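Assay system: engineered CHO-K1 APJ arrestin reporter cells; Amount: 1000 CHO-K1 reporter cells seeded per well; Dosing: one dose, 20 µM compound, 1% DMSO; Times: compound stimulation 90 min at 25 °C, detection 60 min; Measured by: luminescent beta-gal fragment complementation, chemiluminescent substrate; Read-out: APJ–arrestin association signal; Controls: DMSO vs Apelin-13 10 nM.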
MPTP inh: mitochondrial permeability transition pore inhibitors, primary screen, biochemical, isolated mouse mitochondria, absorbance | Ca2+ swelling absorbance, 30 min | inhibition, % at 10 µM | 1.4% of 360,000 active;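 active = inhibition of 50% or more, scaled per plate between neutral and stimulator controls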;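 note: 0% = DMSO wells given calcium and 100% = 1 mM EGTA wells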
tim10-1 inh: growth inhibitors of tim10-1 mutant yeast, primary screen, luminescence, uHTS; S. cerevisiae tim10-1 ts strain growth, BacTiter-Glo, 24 h; inhibition, % at 20 µM; 2.2% of 330,000 active; AID 463190, 2010;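 active = inhibition of at least 40%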;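 note: mutant grown at 25 °C; 0% = DMSO wells with yeast and 100% = wells holding no yeast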
tim23-1 inh: growth inhibitors of tim23-1 mutant yeast, primary screen, luminescence, uHTS; S. cerevisiae tim23-1 growth, BacTiter-Glo luminescence, 24 h; 1.3% of 330,000 active; inhibition, % at 20 µM; AID 463212, 2010;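 active = growth inhibition of the mutant yeast at or above 50%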;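 note: temperature-sensitive mutant grown at 25 °C; plate controls were DMSO-treated mutant yeast for no effect and medium wells lacking yeast for full effect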
MIN6 prolif: inducers of MIN6 beta-cell proliferation, primary screen, ATP luminescence, uHTS | AID 2380, 2010 | proliferation, % at 10 µM | MIN6 cells proliferation, ATPlite luminescence, 48 h; cells starved in 0.2% serum; 100% = growth in 10% serum | 0.29% of 330,000 active;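 active = compounds whose signal lies at least 3.5 SD above the mean of all wells on their plate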;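 note: 0% = DMSO-treated cells in low-serum medium and 100% = 10% serum control; some compounds called inactive have numbers as strong as hits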
GRIN3A LBD mod: binders of NR3A ligand-binding domain, primary screen, biophysical, differential scanning fluorimetry, uHTS | Glutamate receptor ionotropic, NMDA 3A (GRIN3A) ligand-binding domain | NR3A LBD differential scanning fluorimetry, Tm shift; 0% = protein alone, 100% = glycine-bound protein | Tm shift relative to glycine control, % at 25 µM | 2.5% of 340,000 active | AID 1259313, 2017;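 active = melting temperature shift of at least 10% of the positive control shift, at one fixed dose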
Numbers without * were called inactive; / = not tested or not shown.

mol	TIM10 inh	NALP3 yeast inh	APJ antagonist	APJ agonist	MPTP inh	tim10-1 inh	tim23-1 inh	MIN6 prolif	GRIN3A LBD mod
CCCCCC(=O)N1CC2(CC(c3cccc(NC(=O)c4ccccc4)c3)=NO2)C[C@@H]1C(N)=O (stereo partly specified)	-2	9	6	1	-0.3	-3	4	-3	3
CCOC(=O)c1cnn(-c2ccccc2)c1N	-13	24	4	3	0.9	-8	-11	-1	0
Cc1nc(SCC(=O)NC(C)c2ccccc2)c2oc3ccccc3c2n1 (stereo unspecified)	-16	14	4	-4	13	18	-7	-3	-1
Cn1c2c(c(=O)n(C)c1=O)C(NS(=O)(=O)c1ccccc1)(C(F)(F)F)C(=O)N2 (stereo unspecified)	6	6	-24	-6	4.4	19	24	-1	2
Cc1ccc(NS(=O)(=O)c2ccc(NC(=O)C3CCCO3)cc2)cc1 (stereo unspecified)	12	5	-5	4	6.0	-1	15	-2	2
Cc1c(Cl)c([N+](=O)[O-])nn1CC(=O)NCc1cccs1	4	-11	0	-2	-0.7	-6	0	-3	-2
Cc1cccc([C@@H]2C[C@H]3CN(Cc4cccc(Cl)c4)C(=O)[C@]34CCCN24)n1	11	2	7	-6	4.4	25	8	3	-3
COC(=O)[C@]1(C)N[C@H](CN(C)S(=O)(=O)c2ccccc2)[C@@H]2C(=O)N(C)C(=O)[C@@H]21	0	5	11	-3	-1.7	-3	9	3	3
O=C(Nc1ccccc1)Nc1ccc(-n2ccc(C(F)(F)F)n2)cc1	12	8	-12	1	79*	14	20	-4	7
CN(Cc1ccccc1)Cc1nc2scc(-c3ccccc3)c2c(=O)[nH]1	15	16	5	-3	1.2	11	42	-3	-1
O=S(=O)(c1ccc(Cl)cc1)c1cnc2ccccc2n1	8	16	7	-4	3.8	29	22	-6	-1
CC(=O)c1ccc(OCCCC(=O)Nc2cc(S(=O)(=O)N(C)C)ccc2C)cc1	-13	-4	-2	-1	-9.5	-1	-8	-3	-12
C=CCN=C1S/C(=C/c2cccc([N+](=O)[O-])c2)C(=O)N1CC=C	-3	34	13	1	3.1	24	29	-4	-1
CCOC(=O)CNC(=S)N(Cc1ccccc1F)C1CCCCC1	-1	-12	-4	-5	-0.8	32	31	1	1
COc1ccc(NC(=O)N2CCCc3ccccc32)cc1	-6	23	9	-1	9.0	16	7	-3	1
O=C(CSc1nccc(=O)[nH]1)NCc1ccc2c(c1)OCO2	4	8	18	2	-0.1	-8	-2	1	1
Cc1cccc(C(=O)NCC(=O)N2CC(=O)Nc3ccccc32)c1	0	18	-5	-3	1.0	-13	-6	0	-2
C=C(C)CN(CC)C(=O)CC1C(=O)NCCN1Cc1c(F)cccc1Cl (stereo unspecified)	5	6	7	0	-0.1	16	8	-2	0
O=C(CSc1nnc(-c2ccc3c(c2)OCO3)n1-c1ccccc1)c1ccccc1	4	13	1	0	2.7	16	15	0	16*
CN(C(=O)C1CCCC1)C1CCS(=O)(=O)C1 (stereo unspecified)	-6	15	4	3	-0.5	0	-10	1	-1
COc1ccccc1OCC(O)CN1CCN(C(=O)c2ccccc2)CC1 (stereo unspecified)	-8	1	3	-4	-0.7	9	10	1	-2
COCCNC(=O)CCc1ccc(S(=O)(=O)Nc2ccc(C)cc2)cc1	-11	0	0	-3	-0.2	-7	3	-1	3
COc1ccc(-c2cc(-c3ccc(F)cc3)nc(N3CCN(C)CC3)n2)cc1	31	34	-4	0	-7.3	29	55*	-6	2
CC(Sc1nc(-c2ccccc2)cc(C(F)(F)F)n1)C(=O)N1CCCCC1 (stereo unspecified)	5	12	23	4	5.0	10	21	-2	-1
Cc1ccc([N+](=O)[O-])cc1N=C(c1cccc(Br)c1)N1CCOCC1	32	14	-1	3	0.3	39	36	-2	-2
Cc1onc(-c2ccccc2)c1C(=O)NC(C)c1ccc2c(c1)OCO2 (stereo unspecified)	1	17	4	0	0.4	9	15	2	3
COc1cccc(OCc2cc(C(=O)NCCc3cccc(C)n3)no2)c1	-2	20	-7	5	-0.1	7	22	-1	0
O=C(CNC(=O)N1CC(=O)Nc2ccccc21)NCc1cccc(Cl)c1	-1	9	-14	-3	-1.7	-5	-3	-2	-2
Cc1cccc(Nc2nc(N)nc(CN3CCC(C)CC3)n2)c1C	-13	2	-20	-4	0.3	-9	-13	0	-1
Cc1ccccc1NC(=O)Cc1nc(COC(=O)c2ccc(Cl)nc2)cs1	14	23	0	-5	-1.2	34	27	-2	1
O=C1CC(N(CCc2ccccc2)C(=S)Nc2ccccc2)C(=O)N1c1ccccc1 (stereo unspecified)	25	11	-7	0	-24	36	23	0	17*
COc1ccc(CN2CCC(=O)N([C@H](CO)c3ccccc3)CC2)cc1OC	5	-1	16	-3	-2.4	5	6	-3	-1
O=C(CCc1ccccc1)Nc1ccccc1C(F)(F)F	-4	16	-27	-3	0.4	16	7	-1	0
COc1cccc(C(=O)N/N=c2/oc3ccccc3cc2C(N)=O)c1	11	6	10	-1	0.6	-1	0	-3	1
O=C(NC(=S)NCc1ccc(F)cc1)c1ccccc1	28	4	2	-1	-14	8	41	-6	1
CCc1cc2c(=O)n(-c3ccc(C)cc3)cnc2s1	-4	10	4	1	2.4	1	9	-5	-1
C/C(=N\NC(=O)c1nn(C)cc1Br)c1cccc(NC(=O)c2ccncc2)c1	5	3	-4	5	-0.7	8	3	0	0
Cc1ccccc1NC(=O)Cc1nc(COC(=O)CCc2ccccc2)cs1	3	12	-4	-4	0.6	22	27	-5	1
Cc1ccc(NC(=O)CSc2nc3ncc(Br)cc3[nH]2)cc1C	-16	3	5	5	29	-18	-5	-4	6
CC(Oc1ccc(F)cc1)C(=O)Nc1ccc2ccccc2c1 (stereo unspecified)	15	5	-7	-1	2.6	22	-2	-3	-12
CC(=O)C1=C(C)NC(SCC(N)=O)=C(C#N)C1CC(C)C (stereo unspecified)	1	11	19	1	-0.9	19	12	1	-1
O=C(COC(=O)c1ccc(Cl)c(S(=O)(=O)NCc2ccccc2)c1)NC1CC1	14	18	-9	0	0.2	8	17	-2	1
COc1ccc(C(=O)NCCCNC(=O)c2cccnc2)cc1Br	10	8	-8	0	-2.5	-14	1	0	-2
CCCCNC(=O)C1CC(=O)N(C2CCCC2)C1 (stereo unspecified)	-23	2	19	-3	-2.3	5	12	1	2
Cc1cc(=O)c2ccccc2n1Cc1ccccc1	16	-5	-2	-1	40	20	-20	-3	2
O=C(COc1ccc(Cl)cc1Cl)NCCCNC(=O)c1cnccn1	10	2	2	-2	0.4	-14	1	-2	1
COc1cc(C2NC(=O)NC(O)(C(F)(F)F)C2C(=O)c2ccc(Cl)cc2)ccc1O (stereo unspecified)	17	1	-6	11	-0.1	3	6	-2	1
O=C(COc1ccc(Br)cc1Cl)NCCCN1CCOCC1	-40	19	1	4	-0.5	-18	-1	1	-1
O=C(CN(Cc1ccccc1Cl)C(=O)Cn1nnc(-c2cccs2)n1)NCC1CCCO1 (stereo unspecified)	4	9	1	1	-0.6	4	18	-2	-1
COC(=O)C1(NC(=O)NC23CC4CC(CC(C4)C2)C3)CCCCC1	19	11	-11	-3	-4.1	12	1	2	1
Cc1cc(=O)oc2ccc(OCC(=O)N3CCC(C)CC3)cc12	5	0	13	-2	1.0	21	24	-3	-2
COc1cc2oc(=O)cc(-c3ccc(-c4ccc(O)cc4)cc3)c2c(OC)c1OC	1	/	/	/	0.6	28	56*	/	-2
COc1ccc(C(=O)OCC(N)=O)cc1[N+](=O)[O-]	-12	-5	19	0	-0.1	-17	-12	-1	2
COC(=O)c1c(CSc2ccc(C)c(C)c2)noc1C(=O)NCc1ccc(OC)cc1	23	19	2	-6	1.1	26	35	-6	3
O=C(NCc1ccco1)c1cc(-c2ccco2)on1	-18	25	2	2	-1.4	11	-2	-3	-1
c1ccc(C(c2nnnn2Cc2ccco2)N2CCN(c3nc4ccccc4s3)CC2)cc1 (stereo unspecified)	21	14	7	-3	-3.6	32	43	-4	-13

Further entries
mol	TIM10 inh	NALP3 yeast inh	APJ antagonist	APJ agonist	MPTP inh	tim10-1 inh	tim23-1 inh	MIN6 prolif	GRIN3A LBD mod
COc1ccccc1N(CC(=O)N/N=C/c1ccccc1C(=O)O)S(C)(=O)=O	-4	7	-41	-1	0.2	-3	13	0	0
C[C@H]1NS(=O)(=O)c2ccc(Br)cc2O[C@H]1c1ccccc1	-17	/	/	/	0.0	5	33	/	-1
O=[N+]([O-])c1ccc(-n2nnnc2-c2ccccc2)cc1	6	-12	-21	0	0.2	15	19	-2	-1
CCOc1ccc(N=C2SCCCN2C(=O)c2c(CC)noc2C)cc1	7	13	-19	-5	-0.5	25	19	-1	1
Cc1nnc(SCc2cn3ccsc3n2)n(N)c1=O	13	11	-2	-2	-3.6	23	9	-5	1
COc1ccc(-c2nc3n(c(=O)c2C#N)CCS3)cc1OC	21	2	7	-4	0.2	17	6	3	-4
CC(C)C(c1nnnn1C1CCCC1)N(C)C1CCCCC1 (stereo unspecified)	29	30	4	-2	1.7	25	32	-5	0
Nc1nc(CN2CCC(Cc3ccccc3)CC2)nc(Nc2ccccc2)n1	-2	4	14	-3	-5.2	4	0	-5	0
CSc1ccccc1C(=O)NCc1ccccc1	1	6	21	-5	1.4	5	-5	2	-1
Cc1cccc(NC(=O)CC2CCC2)c1	4	18	-15	-3	-6.7	0	1	0	0
O=C(Nc1ncn[nH]1)c1ccc(S(=O)(=O)N2CCOCC2)cc1	11	6	-12	-4	1.7	-14	2	-1	1
O=C(O)C[C@H]1c2ccccc2S(=O)(=O)N1C1CCCCC1	-2	7	17	-1	-0.4	-3	0	2	2
C[C@@H]1CCC(=O)N(C[C@@H](C)CC#N)CC1	-9	9	-96	-3	-1.4	6	2	-6	-3
Cc1ccsc1CNC1CCCCC1	-1	13	25	-1	-1.1	6	16	-3	2
Cc1cccc(C)c1Nc1nnc(SCC(=O)NCCCN2CCCC2=O)s1	6	4	6	-1	-0.3	-10	-4	4	1
O=C(Nc1ccncc1)Nc1cccc(Cl)c1	11	8	-83	16	57*	-26	-7	-1	14*
C/C(=C\c1ccc(C(=O)O)cc1)c1ccc2c(c1)C(C)(C)CCC2(C)C	2	20	12	-7	-2.7	3	2	-8	-1
COc1ccc(OC)c(NC(=O)c2cccc(S(=O)(=O)N(Cc3ccccc3)c3ccccc3OC)c2)c1	5	1	-6	-2	1.3	14	18	-5	2

An excerpt of these results, with values under each structure:
Value order – TIM10 inh	NALP3 yeast inh	APJ antagonist	APJ agonist	MPTP inh	tim10-1 inh	tim23-1 inh	MIN6 prolif	GRIN3A LBD mod
CCOC(=O)CNC(=S)N(Cc1ccccc1F)C1CCCCC1
    -1	-12	-4	-5	-0.8	32	31	1	1
COc1ccc(NC(=O)N2CCCc3ccccc32)cc1
    -6	23	9	-1	9.0	16	7	-3	1
